Screening results from PubChem BioAssay.
B2AR arrestin = qHTS assay of beta-arrestin-biased ligands of beta2-adrenergic receptor | beta-arrestin recruitment to beta2AR, cell-based reporter | actives 0.02% (n = 330,000) | AID 492947, 2010 | Beta-2 adrenergic receptor (Homo sapiens), P07550 | Potency, µM (doses to about 46.1 µM), for the others: at the highest dose activation, usual class: activators;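 note: potency is the fitted concentration of half-maximal effect; 0% = DMSO controls and full agonism = EC100 isoproterenol or metaproterenol; nearly all actives have a fitted effect of over 65% in size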
Tb PFK inh = qHTS Assay to Find Inhibitors of T. brucei phosphofructokinase; actives 0.17% (n = 330,000); Potency, µM (doses to about 57.5 µM), for inactives: at the highest dose activity, negative = inhibition, most hits filed as inhibitors; AID 485367, 2010; T. brucei PFK, ADP-Glo luminescence; ATP-dependent 6-phosphofructokinase (Trypanosoma brucei brucei), O15648;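 note: potency is the fitted concentration of half-maximal effect; 0% = uninhibited 1x PFK enzyme wells and -100% = no-enzyme wells; nearly all actives have a fitted effect of over 60% in size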
Target sequence (O15648 whole entry, looked up): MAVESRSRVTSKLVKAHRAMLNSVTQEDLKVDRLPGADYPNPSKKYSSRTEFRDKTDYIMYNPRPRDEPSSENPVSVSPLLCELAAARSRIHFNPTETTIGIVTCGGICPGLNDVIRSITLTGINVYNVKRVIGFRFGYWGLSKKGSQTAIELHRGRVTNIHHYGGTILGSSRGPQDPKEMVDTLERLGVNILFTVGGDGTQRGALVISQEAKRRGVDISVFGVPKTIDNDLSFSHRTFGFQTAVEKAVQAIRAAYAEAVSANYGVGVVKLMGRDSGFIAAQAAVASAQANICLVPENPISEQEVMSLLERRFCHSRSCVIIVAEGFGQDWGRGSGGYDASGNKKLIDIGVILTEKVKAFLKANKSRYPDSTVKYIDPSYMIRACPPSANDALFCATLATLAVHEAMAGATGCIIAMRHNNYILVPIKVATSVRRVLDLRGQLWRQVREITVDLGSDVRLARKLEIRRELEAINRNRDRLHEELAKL
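Activity is normalized to no-enzyme wells (full inhibition) and 1.25 nM enzyme wells (no inhibition). Reaction: 0.5 mM F6P, 0.1 mM ATP, 45 min RT, ADP-Glo luminescence; concentration-response curves fitted and classed by quality.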
uPA generation = qHTS for Inhibitors of Cell Surface uPA Generation; cell surface uPA generation assay, qHTS; Potency, µM (doses to about 38.3 µM), without a hit: at the top dose activity change, negative = inhibition, most hits filed as inhibitors; actives 0.31% (n = 330,000); AID 540303, 2011; active = well fitted inhibition curve with a large enough effect; inconclusive = small, poorly fitted or top-dose-only effect; inactive = no such curve, though single readings can be large or run the other way; tested in mouse RAW 264.7 cells; note: potency is the fitted concentration of half-maximal effect; % is set by controls: 0 for no effect and ±100 for the full control effect; nearly all actives have a fitted effect of over 55% in size
Mito fusion act = qHTS Assay for Small Molecule Inhibitors of Mitochondrial Division or Activators of Mitochondrial Fusion; Potency, µM (series often up to 46.1 µM), for inactives: top-dose growth rescue (activation), most hits filed as activators; S. cerevisiae fusion-defective mutant growth rescue, CellTiterGlo 48 h; actives 0.23% (n = 320,000);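 note: potency is the fitted concentration of half-maximal effect; % of control where 0% means no effect; nearly all actives have a fitted effect of over 45% in size; temperature-sensitive fusion mutants such as fzo1-1 at 37 °C on non-fermentable ethanol glycerol medium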
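Read-out: ATP-based luminescence (CellTiterGlo, 10 min ambient) reporting growth of fusion-defective ts yeast after 48 hours at 37C on glycerol/ethanol YPEG medium in the presence of compound.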
ELG1 DNA repair = qHTS screen for small molecules that inhibit ELG1-dependent DNA repair in human embryonic kidney (HEK293T) cells expressing luciferase-tagged ELG1 | HEK293T ELG1-luciferase reporter, luminescence, 16 h; DNA damage induced by 5-fluorouridine | Potency, µM (top dose mostly 46.1 µM), without a hit: at the top dose activity change, negative = inhibition, most hits filed as inhibitors | actives 2.3% (n = 330,000); note: potency is the fitted concentration of half-maximal effect; % is set by controls: 0 for no effect and ±100 for the full control effect; nearly all actives have a fitted effect of over 55% in size
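Overnight (16 hr) co-exposure of 2,000 cells/well to 5-fluorouridine and compound at 37 °C preceded detection. Luciferase was quantified via ONE-Glo luminescence; loss of signal denotes inhibition.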
USP2a inh = qHTS Assay for Inhibitors of Ubiquitin-specific Protease USP2a Using CHOP2 as the Reporter | Ubiquitin carboxyl-terminal hydrolase 2 (Homo sapiens), O75604 | USP2 core, Ub-CHOP2 coupled fluorogenic reporter, 485/531 | Potency, µM (top dose mostly 38.3 µM), inactives show at the highest dose activity change, negative = inhibition, usual class: inhibitors | actives 0.01% (n = 330,000) | AID 463254, 2010;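 note: potency is the fitted concentration of half-maximal effect; plate controls were DMSO wells for no effect and full inhibition by NEM control for full effect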
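USP2 core (10nM final) preincubated 30min RT with compound in 20mM Tris-HCl pH 8.0, 2mM CaCl2, 2mM beta-mercaptoethanol, 0.05% CHAPS; 25nM Ub-CHOP2 plus 25nM reporter substrate added, fluorescence (Ex485/Em531) read after 60min.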
BCR signal inh = qHTS Assay to Find Inhibitors of Chronic Active B-Cell Receptor Signaling. ABC-DLBCL IkBa-CBG/CBR reporter, luminescence ratio, 4 h. Potency, µM (top dose mostly 46.1 µM), for the others: top-dose ratio change, negative = lower green/red ratio, hits mostly inhibitors. actives 0.05% (n = 340,000); active = well fitted inhibition curve with a large enough effect in the signal ratio, with a control signal flat, not every such curve was filed as active; inconclusive = small, poorly fitted or top-dose-only effect, or effect the other way, or a change in a side signal; the % refers to the signal ratio;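 note: potency is the fitted concentration of half-maximal effect; plate controls were basal doxycycline-induced cells for no effect and cells given 10 µM MG132 for full effect; MG132 reads +100%, hits lower the ratio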
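Compounds up to 46 uM were incubated four hours with TMD8 cells whose green CBG68 luciferase is fused to IkappaBalpha; red CBR luminescence normalised the signal, and concentration-effect curves were fitted to fusion, red and ratio data.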
TSG101-PTAP inh = qHTS Assay for Iinhibitors of HIV-1 Budding by Blocking the Interaction of PTAP/TSG101. 340,000 tested, under 10 active. Potency, µM (series often up to 115 µM), for inactives: at the top dose activity change, negative = inhibition, actives largely listed as inhibitors. Fluorescence polarization, FITC-PTAP peptide / Tsg101 binding. Tumor susceptibility gene 101 protein (Homo sapiens), Q99816; active = well fitted inhibition curve with a large enough effect in the main read-out, with a control signal flat, not every such curve was filed as active; inconclusive = small, poorly fitted or top-dose-only effect, or effect the other way, or a change in a side signal; inactive = no such curve, though single readings can be large or run the other way; note: potency is the fitted concentration of half-maximal effect; % of control where 0% means no effect
Target sequence (Q99816 whole entry, looked up): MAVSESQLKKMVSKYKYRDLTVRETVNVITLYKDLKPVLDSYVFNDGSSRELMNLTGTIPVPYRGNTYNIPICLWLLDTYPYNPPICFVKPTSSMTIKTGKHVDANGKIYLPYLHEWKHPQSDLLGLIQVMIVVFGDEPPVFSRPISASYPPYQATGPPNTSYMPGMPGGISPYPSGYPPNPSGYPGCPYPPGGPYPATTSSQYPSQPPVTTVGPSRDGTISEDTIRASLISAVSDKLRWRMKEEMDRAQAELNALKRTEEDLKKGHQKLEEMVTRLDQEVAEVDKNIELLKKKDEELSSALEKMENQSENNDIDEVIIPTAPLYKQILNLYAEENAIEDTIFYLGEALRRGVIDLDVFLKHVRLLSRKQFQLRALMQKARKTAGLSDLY
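Fluorescence anisotropy tracks displacement of a FITC-tagged PTAP peptide (50 nM) from the Tsg101 binding domain (10 uM), following a 20 min room-temperature incubation at pH 7.5.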
Eya2 phos inh = qHTS Assay for Inhibitors of the Phosphatase Activity of Eya2; recombinant Eya2, OMFP fluorescence dephosphorylation (OMFP is methylfluorescein phosphate); Potency, µM (titrated, usually from 76.9 µM), without a hit: at the top dose activity, negative = inhibition, usual class: inhibitors; actives 0.006% (n = 330,000); Protein phosphatase EYA2 (Homo sapiens), O00167; note: potency is the fitted concentration of half-maximal effect; % is set by controls: 0 for no effect and ±100 for the full control effect
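Eya2 protein (added as 0.2 uM solution) was preincubated with compound for 10 min at ambient temperature in 50 mM HEPES pH 7.5, 50 mM NaCl, 5 uM MgCl2, 0.05% BSA, 1 mM DTT. OMFP (added at 50 uM) then reacted 10 min; fluorescence read at 485/525 nm.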
TCR act = Activators of T cell receptors: qHTS campaign; primary human leukocytes, anti-CD3, IL-2 HTRF, 48 h; Potency, µM (doses to about 9.22 µM), without a hit: top-dose activation of IL-2 secretion, most hits filed as activators; 330,000 tested, under 10 active; AID 504894, 2011; note: % of control where 0% means no effect
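48 hr co-incubation of compounds, a-CD3 beads and primary human leukocytes; IL-2 quantified homogeneously by HTRF with anti-IL-2 K and d2 conjugates.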
TSHR antag = Antagonists of the Thyroid Stimulating Hormone Receptor: HTS campaign; TSHR-expressing cells, TSH-stimulated cAMP HTRF, 2 h; active compounds read low; activity change, negative = inhibition, % at 11.5 µM; actives 0.2% (n = 330,000);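 active = activity change below a set negative limit, meaning inhibition stronger than a set level, cut at about -70% in these data; inconclusive = activity change between two set negative limits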; note: % is set by controls: 0 for no effect and ±100 for the full control effect
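TSHR-expressing cells were treated with compounds, then stimulated with TSH at EC80 (4nM final) for 2 hours at 37 deg C. Cellular cAMP was measured by HTRF competition between lysate cAMP and cAMP-d2 for a cryptate-labelled anti-cAMP antibody.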
* hit, by the source's call; [ ] = dose if it differs, or a comment. Unless noted, calls come from the whole dose curve; as a rule, active = well fitted curve in the direction sought with a large enough effect; inconclusive = small, poorly fitted or top-dose-only effect, or another doubt; inactive = no such curve, though single readings can be large; an effect the other way counts as inactive or inconclusive.

`NC(=O)NC(=O)CSc1nc2cc([N+](=O)[O-])ccc2n1-c1cccc(C(F)(F)F)c1` gave B2AR arrestin -0.7%, Tb PFK inh 1%, uPA generation 2%, Mito fusion act 4%, ELG1 DNA repair inconclusive, USP2a inh -2%, BCR signal inh -1%, TSG101-PTAP inh 1%, Eya2 phos inh -29%, TCR act 4% and TSHR antag -2.
CCCn1c(SCCN2C(=O)c3ccccc3C2=O)n[nH]c1=O was read as B2AR arrestin -0.3%, Tb PFK inh 4%, uPA generation -11%, Mito fusion act 3%, ELG1 DNA repair 4%, USP2a inh -1%, BCR signal inh 0%, TSG101-PTAP inh -2%, Eya2 phos inh 2%, TCR act 3% and TSHR antag -7.
For COc1ccc(-c2nn(C)c(=O)[nH]2)cc1 the results were B2AR arrestin -0.3%, Tb PFK inh 2%, uPA generation 9%, Mito fusion act 2%, ELG1 DNA repair 12%, USP2a inh 1%, BCR signal inh -2%, TSG101-PTAP inh -2%, Eya2 phos inh 2%, TCR act -4% and TSHR antag -5.
For CC(C)(C)NC(=O)Cn1c(=O)oc2ccc(Cl)cc21 the results were B2AR arrestin -0.6%, Tb PFK inh -10%, uPA generation -6%, Mito fusion act -2%, ELG1 DNA repair 7%, USP2a inh -1%, BCR signal inh -4%, TSG101-PTAP inh -2%, Eya2 phos inh -19%, TCR act 5%[46.1 µM] and TSHR antag 18.
For Oc1ccc2ccccc2c1CNc1ccccn1 the results were B2AR arrestin -0.7%, Tb PFK inh -5%, uPA generation -19%, Mito fusion act 0%, ELG1 DNA repair -13%, USP2a inh -1%, BCR signal inh -7%, TSG101-PTAP inh -7%, Eya2 phos inh -10%, TCR act 6% and TSHR antag 1.
For Oc1ccccc1-c1nc(NC2CCCC2)c2ccccc2n1 the results were B2AR arrestin 0.5%, Tb PFK inh 2%, uPA generation 0%, Mito fusion act 15%, ELG1 DNA repair inconclusive, USP2a inh -1%, BCR signal inh inconclusive, TSG101-PTAP inh 2%, Eya2 phos inh 12%, TCR act -7% and TSHR antag -4.
O=C(CN1C(=O)c2ccc([N+](=O)[O-])cc2C1=O)NC1CCS(=O)(=O)C1 (configuration not stated) was read as B2AR arrestin 0.2%, Tb PFK inh 2%, uPA generation -2%, Mito fusion act 2%, ELG1 DNA repair 6%, USP2a inh 0%, BCR signal inh -7%, TSG101-PTAP inh 0%, Eya2 phos inh -5%, TCR act -5% and TSHR antag 0.
Screening O=C(CN1C(=O)COc2ccccc21)N1CCCc2ccccc21 returned B2AR arrestin 0.0%, Tb PFK inh -15%, uPA generation 9%, Mito fusion act 8%, ELG1 DNA repair 0%, USP2a inh 3%, BCR signal inh inconclusive, Eya2 phos inh 19% and TSHR antag 7.
Screening COC(=O)c1ccc(CON2C(=O)c3ccccc3C2=O)cc1 returned B2AR arrestin -0.4%, Tb PFK inh -8%, uPA generation 2%, Mito fusion act 6%, ELG1 DNA repair inconclusive, USP2a inh -5%, BCR signal inh -13%, TSG101-PTAP inh -2%, Eya2 phos inh 1%, TCR act -3% and TSHR antag 4.
COCCNC(=O)c1cc(-c2ccccc2C)nn1CC1CC(c2cccnc2)=NO1 (configuration not stated) was read as B2AR arrestin 0.0%, Tb PFK inh -2%, uPA generation 12%, ELG1 DNA repair inconclusive, USP2a inh 0%, BCR signal inh -3%, TSG101-PTAP inh 0%, Eya2 phos inh 4%, TCR act 0% and TSHR antag 40.
O=C(/C=C/c1cccs1)Nc1cccc(NC(=O)/C=C/c2cccs2)n1 was read as B2AR arrestin -0.7%, Tb PFK inh -3%, uPA generation -7%, Mito fusion act 14µM*, ELG1 DNA repair 16µM*, USP2a inh 0%, BCR signal inh inconclusive, TSG101-PTAP inh -5%, Eya2 phos inh 4%, TCR act -1%[46.1 µM] and TSHR antag -25.
CC(Sc1c[nH]c2ccccc12)C(=O)O (configuration not stated) was read as B2AR arrestin 0.1%, Tb PFK inh -5%, uPA generation -3%, Mito fusion act 1%, ELG1 DNA repair 12%, USP2a inh -5%, BCR signal inh -10%, TSG101-PTAP inh 1%, Eya2 phos inh -28% and TCR act -4%.
CSc1nnc(-c2sccc2OCc2ccccc2)n1C was read as B2AR arrestin -0.5%, Tb PFK inh 0%[0.46 µM], uPA generation -4%, Mito fusion act 0%, ELG1 DNA repair 24%, USP2a inh 3%, BCR signal inh -8%, TSG101-PTAP inh 0%, Eya2 phos inh 0%, TCR act -3% and TSHR antag -11.
`Cn1c(=O)c(NCCc2ccccc2)c2c3c(cccc31)C(=O)c1ccccc1-2` gave B2AR arrestin 0.5%, Tb PFK inh -2%, uPA generation 4%, Mito fusion act inconclusive, ELG1 DNA repair 21µM*, USP2a inh inconclusive, BCR signal inh 20%, TSG101-PTAP inh inconclusive, Eya2 phos inh inconclusive, TCR act -7% and TSHR antag 1.
Screening Cc1ccc(-c2nc(-c3ccccn3)no2)cc1[N+](=O)[O-] returned B2AR arrestin 0.6%, Tb PFK inh 0%, uPA generation inconclusive, Mito fusion act -3%, ELG1 DNA repair inconclusive, USP2a inh 3%, BCR signal inh inconclusive, TSG101-PTAP inh -2%, Eya2 phos inh -9%, TCR act -3% and TSHR antag 1.
Screening CCCc1nc2c(nnn2Cc2ccccc2)c(=O)[nH]1 returned B2AR arrestin -0.1%, Tb PFK inh 1%, Mito fusion act 2%, ELG1 DNA repair 8%, USP2a inh 2%, BCR signal inh 12%, TSG101-PTAP inh 2%, Eya2 phos inh 15%, TCR act -1% and TSHR antag 7.
C#CCn1cc(/C=N/NC(=O)c2cc3ccccc3o2)c2ccccc21 was read as B2AR arrestin 2.1%, Tb PFK inh 7%, uPA generation -3%, Mito fusion act 10%, ELG1 DNA repair -15%, USP2a inh 1%, BCR signal inh inconclusive, TSG101-PTAP inh -4%, Eya2 phos inh -2%, TCR act 2%[46.1 µM] and TSHR antag -6.
O=C(c1cc(-c2ccccc2)nc2ccccc12)N1N=C(C(F)F)CC1(O)C(F)F (configuration not stated) was read as B2AR arrestin 0.0%, Tb PFK inh 5%, Mito fusion act 3%, ELG1 DNA repair 5%, USP2a inh 2%, BCR signal inh -3%, TSG101-PTAP inh -7%, Eya2 phos inh 4%, TCR act -3% and TSHR antag 30.
Screening CCC(=O)Nc1ccc(S(=O)(=O)Nc2c(C)nc3nc[nH]n3c2=O)cc1 returned B2AR arrestin -0.4%, Tb PFK inh 1%, uPA generation 8%, Mito fusion act 3%, ELG1 DNA repair 17%, USP2a inh 1%, BCR signal inh -5%, TSG101-PTAP inh -5%, Eya2 phos inh 0%, TCR act -6% and TSHR antag -4.
Screening COc1ccc(NC(=O)NC2CCCCCCC2)cc1OC returned B2AR arrestin 0.2%, Tb PFK inh 1%, uPA generation 4%, Mito fusion act 1%, ELG1 DNA repair inconclusive, USP2a inh 0%, BCR signal inh 0%, TSG101-PTAP inh -9%, Eya2 phos inh -3%, TCR act 0% and TSHR antag -3.
Screening COc1ccc(C(CNC(=O)c2cccc(NS(=O)(=O)c3ccc(C)c(F)c3)c2)N2CCCC2)cc1 (configuration not stated) returned B2AR arrestin 0.0%, Tb PFK inh 0%, uPA generation -2%, Mito fusion act 9%, ELG1 DNA repair 2%, USP2a inh 1%, BCR signal inh 11%, TSG101-PTAP inh -2%, Eya2 phos inh -9%, TCR act -4% and TSHR antag -3.
`Cc1cccc(-n2nc3c(c2NC(=O)c2ccc(Br)o2)CSC3)c1C` gave B2AR arrestin 0.0%, Tb PFK inh -2%, uPA generation -1%, Mito fusion act 7%, ELG1 DNA repair 2%, USP2a inh -2%, BCR signal inh -1%, TSG101-PTAP inh -6%, Eya2 phos inh -43% and TSHR antag 1.
